DUSP3 inh: inhibitors of human VHR1 phosphatase (DUSP3) | P51452 | recombinant VHR phosphatase, colorimetric substrate read-out | inhibition, % at 20 µM | 50,000 compounds, 0.7% hits | AID 1992; in the data active = inhibition above about 60%; note: some results filed as inactive read as strong as hits
Target sequence (P51452 whole entry, looked up): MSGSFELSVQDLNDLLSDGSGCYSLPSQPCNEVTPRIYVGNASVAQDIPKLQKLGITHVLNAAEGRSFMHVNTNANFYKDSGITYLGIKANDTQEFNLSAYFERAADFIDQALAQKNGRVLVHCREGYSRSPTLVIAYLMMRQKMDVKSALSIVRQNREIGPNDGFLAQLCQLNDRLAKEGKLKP
Starred values were filed as active, the others as inactive.

SMILES	DUSP3 inh
COC(=O)c1ccc(NC(NC=O)C(Cl)(Cl)Cl)cc1 (stereo not drawn)	-5
c1ccc(Oc2cccc(CSc3nnc4c(n3)[nH]c3ccccc34)c2)cc1	-15
CNc1nc(C)nc(-n2nc(C)cc2C)n1	6
O=C(NC1CCCCC1)c1cccc(Cl)c1	-15
O=C(c1ccncc1)N1N=C(c2cccc([N+](=O)[O-])c2)CC1(O)C(F)(F)F (stereo not drawn)	-4
COc1cc2c(cc1OC)C1(CCCC1)CNC2c1cccc([N+](=O)[O-])c1 (stereo not drawn)	-2
CCOC(=O)COc1ccc(/C=C2\C(=O)NC(=O)N(c3ccc(C(C)(C)C)cc3)C2=O)cc1OC	8
COC(=O)c1ccccc1Nc1ccn2c(=O)c3ccccc3nc2n1	7
CC(=O)c1ccc(C(C)(C)C)cc1NC(=O)c1ccccc1	-4
O=C(Nc1ccc2ccccc2c1)C1CC(=O)N(c2cccc([N+](=O)[O-])c2)C1 (stereo not drawn)	-5
Cc1ccc(-n2nc3ccc(NC(=O)c4ccc([N+](=O)[O-])cc4Cl)cc3n2)cc1	-13
Cc1ccc(C(=O)c2coc3c2C(=O)c2ccccc2C3=O)cc1	2
Cc1ccc(-c2ccc(C(=O)Nc3ccc([N+](=O)[O-])cc3C)o2)cc1Cl	8
CC1(C)CC(=O)c2sc(NC(=O)c3ccc(C(=O)c4ccccc4)cc3)nc2C1	4
O=S(=O)(Nc1ccccn1)c1ccc(-c2ccccc2)cc1	-2
O=C(Nc1ccc(Nc2ccccc2)cc1)c1ccc([N+](=O)[O-])cc1	-11
Cc1cccc(N2C(=O)C(=O)/C(=C(\O)c3ccccc3)C2c2cccc([N+](=O)[O-])c2)c1 (stereo not drawn)	-7
O=C(COc1ccc2ccccc2c1)Nc1ccc(O)c(-c2nc3ccccc3o2)c1	8
Cc1cccc(C(=O)NC(NC(=O)c2cccc(C)c2)c2cccc([N+](=O)[O-])c2)c1	2
Cc1cc(C)cc(NC(=O)c2ccc([N+](=O)[O-])c(C)c2)c1	-1
Cc1ccc2c(c1)C(c1ccccc1C(F)(F)F)CC(=O)N2 (stereo not drawn)	2
COC(=O)C1=C(C)NC2=C(C(=O)c3ccccc32)C1c1ccc(OCc2ccc(F)cc2)c(OC)c1 (stereo not drawn)	-8
O=C(Cc1ccccc1)Nc1ccccc1C(=O)N1CCCCCC1	-12
CCOC(=O)c1c(NC(=O)C2c3ccccc3Oc3ccccc32)sc(C(C)=O)c1C	-1
CCOC(=O)C1CCN(C(=O)Cc2ccc(Cl)cc2)CC1	0
Other compounds.
SMILES	DUSP3 inh
COc1ccc(C(=O)Nc2ccccc2C(=O)NCCC(=O)NCc2ccco2)cc1	17
COc1cccc(OC)c1C(=O)NCC1CCCO1 (stereo not drawn)	-32
Cc1cccc(OCCOCCN2CCN(C)CC2)c1	-3
O=C(COc1cccc2ccccc12)NCc1ccccn1	-1
COc1ccc(OC)c(/C=C/C(=O)NCC2CCCO2)c1 (stereo not drawn)	-4
CC1(C)CC(=O)C(C=NCC2CCN(C(=O)Nc3ccc(Cl)c(Cl)c3)CC2)=C(O)C1	11
N#C/C(=C\c1cccs1)c1nc(-c2ccc(Br)cc2)cs1	8
COc1ccc(CCN2C(=O)CC(N3CCN(Cc4ccc5c(c4)OCO5)CC3)C2=O)cc1OC (stereo not drawn)	-8
COc1ccc(CC(=O)N2CCN(C(=O)Cc3ccc(OC)cc3)CC2)cc1	4
COc1c([N+](=O)[O-])c(=O)oc2ccccc12	-3
Cc1ccc2[nH]c3nc(N/N=C/c4ccc(-c5ccc(Cl)cc5)o4)nnc3c2c1	-41
COc1ccc(OC)c(NC(=O)CN(c2ccccc2OC)S(=O)(=O)c2ccccc2)c1	-5
CCNc1cc(Nc2ccc(C)cc2)c2c3c(onc13)-c1ccccc1C2=O	-11
CCOC(=O)c1sc(NC(=O)CCCOc2ccc(Cl)cc2Cl)nc1C	-4
CCOC(=O)C1=C(O)/C(=C/c2ccccc2)SC1=Nc1cccc2ccccc12	-9
Cc1cc(NC(=O)c2ccc(C(C)(C)C)cc2)ccc1NC(=O)c1ccco1	-3
Cc1ccc(N=C2NC(=O)/C(=C\c3ccc(C)o3)S2)cc1	-22
CN1C(=O)C(=Cc2ccccc2OCc2ccccc2F)C(=O)N(C)C1=O	-4
O=C(c1ccccc1)c1cccc(NC(=O)C2CCCCC2)c1	-4
O=C(O)c1cccc(NC(=O)c2ccccc2F)c1	-10
CC(C)(C)OC(=O)COc1ccc2c3c(c(=O)oc2c1)CCC3	-8
CCOc1ccc(C=C2C(=O)NC(=S)NC2=O)cc1Cl	-3
Oc1ccc(/C=N/N2CCN(Cc3cccc4ccccc34)CC2)cc1O	16
NS(=O)(=O)c1ccc(Oc2ccc([N+](=O)[O-])cc2)cc1	-10
O=C(NCc1ccccn1)C(Sc1ccccc1)c1ccccc1 (stereo not drawn)	-6

Among those listed so far, these contain fluorine.
SMILES	DUSP3 inh
O=C(c1ccncc1)N1N=C(c2cccc([N+](=O)[O-])c2)CC1(O)C(F)(F)F (stereo not drawn)	-4
Cc1ccc2c(c1)C(c1ccccc1C(F)(F)F)CC(=O)N2 (stereo not drawn)	2
COC(=O)C1=C(C)NC2=C(C(=O)c3ccccc32)C1c1ccc(OCc2ccc(F)cc2)c(OC)c1 (stereo not drawn)	-8
CN1C(=O)C(=Cc2ccccc2OCc2ccccc2F)C(=O)N(C)C1=O	-4
O=C(O)c1cccc(NC(=O)c2ccccc2F)c1	-10

Some values from the results shown:
DUSP3 inh, `COC(=O)c1ccccc1Nc1ccn2c(=O)c3ccccc3nc2n1` : 7
DUSP3 inh, `COc1ccc(OC)c(/C=C/C(=O)NCC2CCCO2)c1` (stereo not drawn) : -4

More results follow:
SMILES	DUSP3 inh
O=C(Cc1ccccc1)Nc1ccncc1	-17
COc1ccc(-c2ccc(C=C3C(=O)NC(=S)NC3=O)o2)c([N+](=O)[O-])c1	11
COc1cc(NC(=O)c2cccc([N+](=O)[O-])c2)cc(OC)c1	-7
CSc1nc(-c2ccccc2)c(C#N)c(=O)n1C	-6
COc1ccc(C(=O)N2CCN(C(=O)c3ccccc3F)CC2)cc1	-24
C=CCc1ccccc1OCCOc1cccc(/C=c2\sc3nc4ccccc4n3c2=O)c1	-3
COc1ccc(CC(=O)N(c2ccccc2)c2ccccc2)cc1OC	-28
Cc1cc(NC(=O)c2cccc(F)c2)ccc1NC(=O)c1ccccc1	1
Cc1ccccc1Nc1ccc([N+](=O)[O-])c2nonc12	-10
O=C1NC(=S)N(c2cccc(Cl)c2)C(=O)/C1=C/c1ccc(Cl)cc1	17
CCOc1ccc(S(=O)(=O)N(CC(=O)Nc2cccc(C(C)=O)c2)c2ccc(C)cc2)cc1	-10
O=C(O)c1ccc2c(c1)C(=O)N(c1ccc(-c3nnc(-c4ccccc4)o3)cc1)C2=O	-26
COc1cccc(-n2cnc3cccc(N)c32)c1	-27
CCc1ccc(/C=C(/C#N)C(N)=O)s1	-31
CCOC(=O)C1=CN(c2ccc(F)cc2)C=C(C(=O)OCC)C1c1cc(OC)c(OC)c(OC)c1	-8
CC(=O)c1ccc(NC(=O)C2CCCCC2)cc1	-2
CCN(CC)c1ccc(/C=C2/SC(=S)N(CNc3cccc(C)c3)C2=O)cc1	-8
O=C(CSc1ccccn1)N1c2ccccc2Sc2ccccc21	-25
O=C1C(=Cc2ccc(-c3ccccc3[N+](=O)[O-])o2)C(=O)c2ccccc21	8
COc1ccc(NC(=O)C(=O)NCCN2CCN(S(=O)(=O)c3ccccc3)CC2)cc1	-9
O=C1CC(c2ccc(Cl)cc2)CC2=C1C(c1cc3c(cc1Cl)OCO3)Nc1ccccc1N2 (stereo not drawn)	-1
Cc1cccc(Nc2nc(Nc3cccc(C)c3)nc(SC(=S)N3CCOCC3)n2)c1	-3
COc1ccc(C2CC(C(F)(F)F)n3nc(C(=O)O)c(Cl)c3N2)cc1OC (stereo not drawn)	-36
O=C1OC(c2ccccc2)=N/C1=C(\Sc1nc2ccccc2o1)c1ccccc1	6
COc1cccc(C(=O)Nc2cc([N+](=O)[O-])ccc2O)c1	-11

A different layout for part of the listing above:
> COc1ccc(-c2ccc(C=C3C(=O)NC(=S)NC3=O)o2)c([N+](=O)[O-])c1
  DUSP3 inh: 11
> COc1cc(NC(=O)c2cccc([N+](=O)[O-])c2)cc(OC)c1
  DUSP3 inh: -7

Additional structures follow.
SMILES	DUSP3 inh
COC(=O)c1ccccc1NC(=O)c1cncc(Br)c1	-8
COc1ccccc1CC(=O)Nc1ccc(Br)cc1C(=O)O	-9
Brc1ccc(/C=N/c2ncn[nH]2)cc1	-45
CCOC(=O)CCc1c(C)nc2cc(-c3ccccc3)[nH]n2c1=O	2
COc1ccc(-n2nc3cc(C)c(NC(=O)c4ccc([N+](=O)[O-])cc4)cc3n2)cc1	-31
COc1ccccc1C(=O)N[C@H](C)c1ccccc1	-23
C/C(=N\NC(=O)CSc1ncccn1)c1ccc(Cl)cc1	-47
O=S(=O)(c1ccc(-c2ccccc2)cc1)N1CCSC1c1ccccc1 (stereo not drawn)	-11
CC(CC(=O)O)C(=O)c1ccc(Cl)c([N+](=O)[O-])c1 (stereo not drawn)	11
CCC(C)(C)C1CCc2c(sc(NC(=O)c3cccnc3)c2C(N)=O)C1 (stereo not drawn)	-47
COc1ccc(N(CC(=O)Nc2ccc(Br)cc2)S(=O)(=O)c2ccc(C)cc2)cc1	-24
COC(=O)c1c(C)oc2ccc(OCc3ccc(C)cc3)cc12	2
COCCN1C(=O)/C(=C\c2cccc(Cl)c2)C(C(=O)OC)=C1C	22
O=C(/C=C/c1ccc(-c2ccccc2[N+](=O)[O-])o1)C12CC3CC(CC(C3)C1)C2	-19
COc1ccccc1N(CC(=O)NCC(C)c1ccccc1)S(=O)(=O)c1ccccc1 (stereo not drawn)	14
COc1ccc(OC)c(/C=C(\C#N)c2ccc([N+](=O)[O-])cc2)c1	-13
CCN(CC)c1ccc(/C=C2/C(=O)NC(=O)N(c3ccccc3)C2=O)cc1	-11
O=C(CN1C(=O)/C(=C/c2ccccc2F)SC1=S)Nc1ccccc1F	-10
O=C(CN1CCCCC1)NCC(=O)Nc1ccc(Br)cc1C(=O)c1ccccc1	-1
CCc1nn(-c2ccccc2)c(N)c1C	-6
Cc1cc(-c2ccccc2)sc1/C(O)=C/c1nc2ccccc2[nH]c1=O	4
Cc1ccc(C(=O)Nc2ccccc2C(=O)Nc2ccccc2C(=O)O)cc1	-12
CCc1ccc(C2Nc3ccccc3NC3=C2C(=O)CC(c2ccc(OC)cc2)C3)s1 (stereo not drawn)	-4
CC(=O)Oc1ccccc1N1C(=O)c2ccc(-c3nc4ccccc4c(=O)o3)cc2C1=O	-2
FC(F)C(F)(F)c1nc2ccccc2[nH]1	-10
Other compounds
SMILES	DUSP3 inh
CC1=NNC(=O)C1CC(=O)N/N=C/c1cccc(O)c1 (stereo not drawn)	7
COc1cc(/C=C2/C(=O)NC(=O)N(c3cccc(C)c3)C2=O)ccc1OCCOc1ccc([N+](=O)[O-])cc1	-16
NC1=NC(=O)C(Cc2ccc(Br)cc2)S1 (stereo not drawn)	0
Nc1nc(-c2cccs2)c(NC(=O)c2ccccc2)s1	-2
O=C1N=C2C=CC=CN2C(=O)C1Cc1ccccc1 (stereo not drawn)	-5
COc1ccc(CN2CCN(Cc3ccccc3Br)CC2)cc1	10
COc1ccccc1N1CCN(C(=O)Cc2ccc(Cl)cc2)CC1	-23
CCOC(=O)c1ccccc1NC(=O)CN(c1ccc(OC)cc1)S(C)(=O)=O	7
C=CCN1C(=O)/C(=C2\SC(=S)N(Cc3ccco3)C2=O)c2ccccc21	-4
CCOc1ccc(C(=O)Nc2cc(C)ccn2)cc1[N+](=O)[O-]	-23
N#CC1=C(N)Oc2c(ccc3ccccc23)C1c1ccc(Cl)cc1Cl (stereo not drawn)	6
O=C(NCc1ccco1)c1cnn2c(C(F)(F)F)cc(-c3ccccc3)nc12	-24
Cc1ccc(NC(=O)C(=O)NCCCO)cc1	13
CCOC(=O)c1ccc(NC(=O)CN(c2ccc(Br)cc2)S(C)(=O)=O)cc1	-4
COc1cccc(C(=O)Nc2cc(-c3nc4ccccc4o3)ccc2OC)c1	14
CC1(C)Cc2ccccc2-c2nnc(-c3cccs3)n21	-2
COc1cccc(N2C(=O)NC(=O)C(=Cc3ccc(O)cc3)C2=O)c1	-4
Cc1ccc(-c2cc(C(F)(F)F)n3ncc(C(=O)N(C)Cc4ccccc4)c3n2)cc1	-28
Cc1ccccc1NC(=O)C(=O)NCc1ccc(F)cc1	-34
O=C(O)c1ccc(-c2nc(-c3ccccc3)c(-c3cccs3)[nH]2)cc1	-7
O=C(Nc1ccc2c3c(cccc13)CC2)c1ccc(Br)o1	63
O=C(O)CCCNS(=O)(=O)c1ccc(Br)cc1	-34
CCOc1ccc(-c2csc(-c3cc4cc([N+](=O)[O-])ccc4oc3=O)n2)cc1	-4
CN1CCN(c2cc(=O)n(-c3ccccc3)c3ccccc23)CC1	-10
O=C1C2C3c4ccccc4C(c4ccccc43)C2C(=O)N1Cc1ccco1 (stereo not drawn)	-14

Random excerpt: six compounds from above.
SMILES	DUSP3 inh
Cc1cc(NC(=O)c2ccc(C(C)(C)C)cc2)ccc1NC(=O)c1ccco1	-3
COC(=O)C1=C(C)NC2=C(C(=O)c3ccccc32)C1c1ccc(OCc2ccc(F)cc2)c(OC)c1 (stereo not drawn)	-8
Cc1ccc(NC(=O)C(=O)NCCCO)cc1	13
N#C/C(=C\c1cccs1)c1nc(-c2ccc(Br)cc2)cs1	8
Cc1cc(-c2ccccc2)sc1/C(O)=C/c1nc2ccccc2[nH]c1=O	4
CC1(C)CC(=O)C(C=NCC2CCN(C(=O)Nc3ccc(Cl)c(Cl)c3)CC2)=C(O)C1	11

(further entries)
SMILES	DUSP3 inh
CCCCn1c(N)c(C(=O)OCC)c2nc3ccccc3nc21	-17
CCOc1cc(Br)cc(C=Nc2ccccc2Sc2c(C)n[nH]c2C)c1O	97
COc1cccc(OCCOc2ccc(/C=C3\C(=O)NN(c4ccccc4)C3=O)cc2OC)c1	-6
O=C1C(Nc2ccc(Cl)cc2)=C(N2CCCCC2)C(=O)c2ccccc21	-15
CCOc1cc(OCC)cc(C(=O)Nc2ccc(O)c(-c3nc4cc(C)c(C)cc4o3)c2)c1	-6
Cc1nc(SCC(=O)c2ccccc2)n[nH]1	16
COc1ccccc1C(=O)N1c2ccccc2C(Nc2ccccc2)CC1C (stereo not drawn)	-5

Compound activity as filed in PubChem.

An excerpt (hit frequency here may not be typical).
